F508del corr – CFTR F508del correction in bronchial cells | CFBE cells, YFP halide quenching; stimulated with forskolin plus potentiator P3; % fluorescence drop versus neutral controls | activity (quench increase), % at 7.58 µM | 0.36% of 350,000 active;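 active = mean added fluorescence quench of at least 8% versus neutral control, with both replicates also reaching 8%; inconclusive = only one of the mean or replicate conditions met; inactive = mean below 8% and not both replicates reaching 8%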;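 also: cells transiently co-express mutant CFTR-F508del with the halide-sensitive YFP; corrector assay measuring rescue of mutant channel to the surface after 24 h compound exposure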
RAD54 inh – blocks human RAD54 Holliday junction branch migration | FAM/BHQ fluorescence | inhibition, % at 10.4 µM | Q92698 | 0.14% of 360,000 active;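 active = mean normalized replicate activity at least 40 and at least half of replicates scoring 40 or more; inconclusive = only one of the two criteria met; inactive = mean below 40 and under half of replicates reaching 40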;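 also: 0% = median of neutral control wells and 100% = median of positive control wells; inhibitors cause a drop in the FAM fluorescence signal; in these data hits start at about 50%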
E-sel inducer – E-selectin induction on HUVECs; P16581; HUVEC E-selectin immunofluorescence imaging; normalized: neutral wells 0, TNF-alpha wells 100; activation, % at 7.58 µM; 0.37% of 260,000 active;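 active = mean E-selectin-positive cell signal at least 10% of the positive control, reached in at least 60% of replicates, without over 20% cell loss; inconclusive = no rule given, readout overlaps actives, possibly toxicity-flagged; inactive = the rest, including those meeting only one limit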;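 also: in these data hits start at about 27%; measured in HUVEC primary endothelial cells; signal is the percent of cells scored E-selectin positive by PE staining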
Target sequence (P16581 whole entry, looked up): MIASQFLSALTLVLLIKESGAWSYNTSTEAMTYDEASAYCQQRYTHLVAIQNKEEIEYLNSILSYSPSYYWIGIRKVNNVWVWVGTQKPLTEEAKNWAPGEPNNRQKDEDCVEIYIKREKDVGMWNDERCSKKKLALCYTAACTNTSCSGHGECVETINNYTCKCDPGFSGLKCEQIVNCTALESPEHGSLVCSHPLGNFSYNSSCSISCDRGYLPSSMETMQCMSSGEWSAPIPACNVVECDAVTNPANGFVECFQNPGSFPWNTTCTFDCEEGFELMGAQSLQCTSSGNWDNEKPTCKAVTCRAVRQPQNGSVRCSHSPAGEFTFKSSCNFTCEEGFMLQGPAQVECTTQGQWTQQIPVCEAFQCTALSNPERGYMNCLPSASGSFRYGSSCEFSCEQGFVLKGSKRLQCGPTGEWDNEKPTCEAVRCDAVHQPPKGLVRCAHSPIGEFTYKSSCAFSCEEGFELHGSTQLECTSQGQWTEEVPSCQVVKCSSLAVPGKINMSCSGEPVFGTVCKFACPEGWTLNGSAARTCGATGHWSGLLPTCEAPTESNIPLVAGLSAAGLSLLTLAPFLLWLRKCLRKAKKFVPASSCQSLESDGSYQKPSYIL
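material = human umbilical vein endothelial cells (HUVEC), E-selectin induction | quantity = 3,000 cells/well | medium = EGM-2 growth medium on 0.1% gelatin-coated wells | technique = immunofluorescence imaging | read-out basis = % PE-positive cells | control set = TNF-alpha positive control, DMSO neutral control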
RAD52 inh – RAD52 (human) annealing inhibition; AID 651710; inhibition, % at 18.7 µM; 0.46% of 360,000 active; recombinant RAD52 DNA annealing, FRET fluorescence;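 active = every replicate showing at least 50% inhibition; inconclusive = mean inhibition at least 50% but not in every replicate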
Target sequence (P43351 whole entry, looked up): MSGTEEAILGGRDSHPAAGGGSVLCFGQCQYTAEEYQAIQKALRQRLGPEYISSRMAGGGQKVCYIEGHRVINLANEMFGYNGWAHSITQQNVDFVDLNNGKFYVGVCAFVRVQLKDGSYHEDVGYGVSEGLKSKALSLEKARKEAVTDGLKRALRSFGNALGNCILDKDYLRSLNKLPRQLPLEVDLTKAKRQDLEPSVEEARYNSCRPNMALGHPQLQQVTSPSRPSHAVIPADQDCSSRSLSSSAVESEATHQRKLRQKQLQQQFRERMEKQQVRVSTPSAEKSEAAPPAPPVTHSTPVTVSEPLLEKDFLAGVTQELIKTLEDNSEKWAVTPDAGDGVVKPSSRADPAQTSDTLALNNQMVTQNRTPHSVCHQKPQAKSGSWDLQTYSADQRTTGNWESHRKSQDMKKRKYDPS
INS-1E GSIS act – primary screen for activators of insulin secretion dependent on glucose, INS-1E cells, GLuc reporter luminescence. activation, % at 16.6 µM. 0.61% of 370,000 active. INS-1E GLuc reporter insulin secretion, 2-3 h;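 active = lowest replicate activation of at least 40%, so every replicate reaches that level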;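 also: 0% = median of neutral control wells and 100% = median of IBMX positive control wells; some compounds called inactive have numbers as strong as hits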
DENV2 CPE – DENV2-induced cell death inhibition. CPE inhibition, % at 9.99 µM. AID 651640. DENV2-infected cells, cytopathic effect rescue, plate reader. 1.7% of 350,000 active; in the data active = CPE inhibition above about 20%, passing the limit was not always enough; inconclusive = no clear call, values can overlap the other calls; tested in BHK-21 cells;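 also: 0% = median of neutral control wells and 100% = median of positive control wells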
XiGFP reactiv – reactivates the inactive X chromosome in mouse fibroblasts; XiGFP mouse fibroblasts, % GFP-positive cells imaging, 3 d; cells co-treated with 5-aza-dC sensitizer; scaled so ellipticine positive control = 100%; activation, % at 7.58 µM; 0.055% of 360,000 active;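 active = mean normalized replicate activation at least 10% and every replicate at or above 10%; inconclusive = only one of the two criteria met; inactive = mean below 10% and not all replicates reach 10%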;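 also: 0% = median of on-plate neutral control wells and 100% = ellipticine 6 µM median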
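System: 68-5-11 XiGFP fibroblast line | Buffer or medium: DMEM containing 5-aza-dC | Compound: Single point | Times: Compounds 3 days, fix/stain 15 min at room temperature | Benchmarks: Positive control ellipticine, 6 µM final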
CASP6 VEID inh – caspase-6 (human) enzyme inhibition. purified caspase-6, Z-VEID-R110 cleavage fluorescence. 0.53% of 350,000 active. inhibition, % at 12.5 µM. AID 686996. P55212;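 active = mean inhibition across replicates at least about 35%, with every replicate also reaching that limit, limit read from the data; inconclusive = only one of the two criteria met; inactive = neither criterion met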;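 also: 0% = median of neutral control wells and 100% = no fluorescence left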
* hit, by the source's call; ? = inconclusive; nt = no result given; & = joins results of further samples.

SMILES	F508del corr	RAD54 inh	E-sel inducer	RAD52 inh	INS-1E GSIS act	DENV2 CPE	XiGFP reactiv	CASP6 VEID inh
C[C@@H]1CN([C@@H](C)CO)C(=O)c2cccc(NC(=O)C3CCOCC3)c2O[C@@H]1CN(C)S(=O)(=O)c1cccs1	-1.4	-13	-0.1	-2	10	-1	0.4	-2
C[C@H]1CN([C@@H](C)CO)C(=O)c2cccc(NC(=O)Nc3ccccc3)c2O[C@@H]1CN(C)Cc1ccc(Cl)c(Cl)c1	1.2	11	nt	11	-14	-10	-1.1	1
CC(C)(C)C(=O)Nc1ccc(F)cc1[N+](=O)[O-]	0.1	nt	0.1	-10	17	-2	0.2	0
O=C(CCc1ccccc1)N=C1SC2CS(=O)(=O)CC2N1c1ccccc1F (stereo not drawn)	2.9	nt	nt	-16	0	5	0.0	1
CCn1c(N)[n+](CC(=O)Nc2ccc(SC(F)F)cc2)c2ccccc21	1.7	-3	nt	17	-18	4	-0.2	3
Cn1cnnc1SCC(=O)Nc1ncc(C(F)(F)F)cc1Cl	0.1	-5	nt	-8	nt	6	0.0	3
CC(C)CCOP(=O)(c1ccc(N(C)C)cc1)C(O)c1ccc(Cl)cc1Cl (stereo not drawn)	-3.7	nt	-0.1	0	-26	18	0.0	2
C[C@H](CO)N1C[C@H](C)[C@@H](CN(C)C(=O)CN(C)C)Oc2ncc(C#CCC3CCCC3)cc2C1=O	1.4	4	0.6	19	8	14	0.1	1
CCNC(=S)NNC(=O)Cn1c(=O)c2c(ncn2CCOC)n(Cc2ccccc2)c1=O	4.4	-6	nt	-14	-4	1	0.1	2
Cc1nn(C)c(Cl)c1/C=C/C(=O)O	1.5	nt	nt	1	9	2	0.0	0
O=C(C[C@@H]1CC[C@@H](NC(=O)C2CCC2)[C@H](CO)O1)NCc1ccncc1	0.9	0	-0.1	8	3	0	-0.1	2
O=C(/C=N/O)NCCN1CCCCC1	-2.2	-1	nt	3	16	-5	nt	-22
CC(C)NC(=O)N1[C@H](C(=O)N2CCOCC2)[C@@H](CO)[C@@H]2Cn3c(ccc(-c4ccc(F)cc4)c3=O)[C@@H]21	nt	3	-0.2	-7	-13	5	0.1	-2
Oc1ccc(NC(=S)Nc2ccccc2)cc1	-0.4	-3	?	-7&-10	10&9	-1&11	0.0&-0.1	2&9
CCOC(=O)C1=CN(Cc2ccco2)S(=O)(=O)NC1c1ccc(C(F)(F)F)cc1 (stereo not drawn)	8.1*	1	nt	-34	-12	-16	-0.1	5
C/C=C/c1ccc([C@@H]2[C@H](CO)N(C(=O)CC3CC3)C23CN(S(C)(=O)=O)C3)cc1	1.2	nt	0.2	-13	-4	9	0.0	0
O=C1NC2=C(C(=O)OC2)C(c2ccc(OC(F)(F)F)cc2)N1 (stereo not drawn)	0.7	1	0.0	-6	-1	2	0.0	-1
Cc1ccccc1-n1c(SCC(=O)NCC2CCCO2)nnc1-c1ccncc1 (stereo not drawn)	3.2	-5	0.1	-3	22	?	0.0	2
O=C(NC1CC1)C1=C[C@@H](c2ccc(Br)cc2)C[C@@H](OCc2ccc(CO)cc2)O1	-0.5	-4	-0.1	-176	-8	-5	0.0	7
CC(=O)NC(Cc1cccc(F)c1)C(=O)NC1CCN(C(=O)Nc2ccccc2)CC1 (stereo not drawn)	1.5	-3	nt	-10	4	2	0.0	-3
CN(C)CC(=O)Nc1ccc(Oc2ccc(Cl)cc2)cc1	-5.9	nt	5.5	26	2	nt	0.0	-7
CCC(C)(C)NC(=O)C(c1sccc1C)N(Cc1ccco1)C(=O)c1csnn1 (stereo not drawn)	-1.3	-13	0.5	-20	110	2	0.0	nt
CNC(=O)C[C@H]1CC[C@H]2[C@H](COc3ccc(NC(=O)c4ccc(F)c(F)c4)cc3C(=O)N2C)O1	-0.8	-18	0.2	12	-3	?	0.1	-1
O=C(c1ccncc1)N1CC[C@@H]2[C@@H](CO)Nc3ccc(C4=CCCCC4)cc3[C@@H]21	2.8	1	-0.1	-9	13	13	0.1	2
O=S(=O)(c1ccccc1Br)N1CCN(c2ncccn2)CC1	-2.3	1	nt	-18	21	0	-0.1	1
CCN1CCc2c(sc(NC(=O)COc3ccccc3)c2C(=O)OC)C1	0.2	21	0.1	16	8	11	0.0	-5
CCOc1ccc(NC(=O)[C@@H](NC(=O)c2ccco2)C(C)C)cc1	-0.2	nt	0.0	-42	-6	4	0.3	4
CCCC#Cc1ccc([C@H]2[C@H](CO)N3CCCCN(C(=O)c4ccc5c(c4)OCO5)C[C@@H]23)cc1	-1.9	0	-0.7	-13	-14	19	0.2	1
C[C@H](CO)N1C[C@H](C)[C@H](CN(C)C(=O)Nc2ccc3c(c2)OCO3)Oc2c(NS(=O)(=O)c3cn(C)cn3)cccc2C1=O	0.6	-1	-6.0	8	7	5	0.1	0
CC(C)c1ccc(S(=O)(=O)N2CCN(C(=O)CCc3nc4ccccc4c(=O)[nH]3)CC2)cc1	1.9	-5	0.5	-118	nt	4	0.0	4
COc1ccc(C2CC(c3ccccc3Cl)=NN2c2ccc(S(N)(=O)=O)cc2)cc1 (stereo not drawn)	2.7	-2	3.5	-3	12	9	0.0	-1
CCC(=O)c1c[nH]c(C(=O)NCc2ccccc2OC)c1	-1.8	-9	-0.1	-12	19	-3	0.1	0
O=C(COC(=O)Cc1ccc(Br)cc1)Nc1ccc(Cl)cn1	4.7	-1	-0.2	-2	-3	-1	0.1	1
CC(Oc1ccccc1F)c1ccnc2nc(/N=C/N(C)C)nn12 (stereo not drawn)	2.4	nt	nt	-5	4	6	0.0	0
Cc1ccc2cc(CN(c3cccc(C)c3C)S(=O)(=O)c3ccccc3)c(=O)[nH]c2c1	-1.0	-8	nt	-7	6	1	0.0	3
CC(C)=C(NC(=O)c1ccccc1)C(=O)NCCc1nc2ccccc2[nH]1	0.9	-1	8.0	-4	1	4	0.0	2
C[C@@H]1CN([C@@H](C)CO)C(=O)Cc2cc(NC(=O)Nc3ccc4c(c3)OCO4)ccc2O[C@@H]1CN(C)Cc1ccc(C(=O)Nc2ccccc2N)cc1	-4.8	nt	0.5	-9	-25	-1	0.4	1
CC(C)c1onc(C(=O)N(C)Cc2ccccc2)c1[N+](=O)[O-]	-3.2	0	0.1	9	nt	-5	0.0	-2
Cc1nn(C(=O)c2cccs2)c(C)c1CN1C(=O)c2ccccc2C1=O	2.2	-12	nt	-6	3	nt	nt	0
CS(=O)(=O)Nc1ccc(C(=O)NCCSc2ccc(Cl)cc2)cc1	-0.7	-5	0.1	-14	6	10	0.0	0
O=C(Nc1nc2ccccc2s1)c1ccc2c(c1)S(=O)(=O)c1ccccc1C2=O	1.8	nt	nt	-13	6	-2	0.0	-2
COC(=O)C1=C(C)N(C)C(=NCc2cccc(C(F)(F)F)c2)NC1c1cccc(Cl)c1 (stereo not drawn)	-0.2	nt	-0.3	-11	-22	-2	-0.1	2
COc1cc(C(=O)COC(=O)c2ccncc2)cc(OC)c1OC	1.6	-3	0.0	8	25	nt	0.8	-2
COCC(=O)N(C)C[C@@H]1Oc2ncc(C#Cc3ccc(OC)cc3)cc2C(=O)N([C@H](C)CO)C[C@H]1C	0.3	-2	-0.3	-13	10	1	-0.6	1
COc1ccc(-c2cn(CC[C@@H]3CC[C@@H](NC(=O)Nc4ccc(F)cc4)[C@H](CO)O3)nn2)cc1	-5.4	nt	-0.4	nt	3	nt	-0.4	nt
CCCC(CCC)C(=O)Nc1ccc2c(c1)N(C(=O)CN1CCN(C)CC1)c1ccccc1CC2	1.5	nt	-0.5	6	0	0	-0.1	-5
COc1ccc2c3c(n(C)c2c1)[C@H](CO)N(C(C)=O)CC31CN(C(=O)c2ccccc2)C1	-1.2	nt	-0.2	nt	17	10	0.1	nt
O=S(=O)(N[C@@H]1CC[C@H](CCn2cc(-c3ccccc3F)nn2)O[C@H]1CO)c1ccc(F)cc1	-1.6	-4	0.3	7	-11	-4	-0.2	-3
CCc1nnc(NS(=O)(=O)c2ccc(NC(=S)NC(=O)c3ccc(F)cc3)cc2)s1	nt	nt	2.6	-20	-5	-8	0.0	4
COC(=O)C1=C(C)N(C)C(=NCC2CC2)NC1c1cccc(C(F)(F)F)c1 (stereo not drawn)	0.7	nt	-0.1	1	-3	-4	0.0	-3
COC(=O)C[C@@H]1C[C@@H]2c3cc(N)ccc3O[C@@H]2[C@@H](CO)O1	1.2	-1	0.0	-12	4	15	0.3	11
CNC(=O)c1c(NC(=O)CCS(=O)(=O)c2ccc(C)cc2)sc(C)c1C	-0.2	-15	nt	-5	32	-3	0.4	1
CC(C)C(=O)NNC(=O)CC(=O)Nc1ccccc1C(=O)O	-1.8	nt	0.0	-4	116	1	0.1	2
O=C(NCc1cccnc1)c1ccc(-c2cccc(Cl)c2Cl)o1	nt	nt	-0.7	-62	4	4	0.0	-2
OC[C@@H]1CN(Cc2cccc(C(F)(F)F)c2)C[C@H](n2cnc3c(NCc4ccncc4)ncnc32)O1	-1.3	-2	nt	-68	-12	1	0.3	-2
COc1ccc(OC)c(NC(=O)C2CC(/C=C/c3ccccc3)=NO2)c1 (stereo not drawn)	-0.3	-7	0.5	-4	25	1	0.0	1
O=C(NCC(c1ccco1)N1CCc2ccccc2C1)c1ccc([N+](=O)[O-])cc1 (stereo not drawn)	-0.6	9	-0.2	0	-4	-2	0.0	2
Cc1ccccc1S(=O)(=O)N1CC[C@@H]2[C@H](CO)Nc3ccc(-c4ccccc4F)cc3[C@@H]21	-1.7	9	-0.9	-13	-7	43*	0.1	0
Cc1ccc(C)c(NC(=O)c2cnn(-c3ccccc3)c2C)c1	-1.9	-14	nt	-1	-6	2	0.2	-1
COc1ccc(C#Cc2ccc3c(c2)[C@]2(C(=O)N3)[C@H](c3ccc(O)cc3)N3[C@H](c4ccccc4)[C@H](c4ccccc4)OC(=O)[C@H]3[C@@H]2C(=O)O)cc1	-0.7	-5	nt	12	nt	13	nt	3

New compounds follow.
SMILES	F508del corr	RAD54 inh	E-sel inducer	RAD52 inh	INS-1E GSIS act	DENV2 CPE	XiGFP reactiv	CASP6 VEID inh
CC[C@]1(C(=O)OC)[C@H]2C(=O)N(C)C(=O)[C@H]2[C@H]2CN=C(SC)N21	-1.6	-6	-0.1	-12	2	-3	0.2	4
OC(c1ccc(F)c(F)c1)c1nc(-c2csc3ccccc23)cs1 (stereo not drawn)	3.4	-9	0.0	-20	-7	-10	0.3	2
COc1ccc(NC(=O)c2noc3c2CCCCC3)cc1	0.0	-9	-0.1	-11	9	1	0.2	4
CCCCN(C(=O)c1ccco1)c1c(N)n(CCC)c(=O)[nH]c1=O	-3.1	0	nt	-11	nt	-4	1.7	-4
CCN(CC)C(=O)c1c(C)[nH]c(=S)c(C#N)c1-c1ccco1	-2.9	nt	0.9	-39	3	6	0.2	4
COCC(=O)Nc1ccc2c(c1)C(=O)N(C)C[C@@H](OC)[C@@H](C)CN(C(=O)c1ccccc1F)[C@H](C)CO2	1.9	24	0.8	-7	18	0	0.2	3
